# Bioassay records: PubChem, National Center for Advancing Translational Sciences (NCATS)
# KDM5B inhibitor = blocks human KDM5B histone demethylase activity | 220,000 compounds, 2.6% hits | KDM5B demethylase, FDH-coupled NADH fluorescence (FDH is formaldehyde dehydrogenase) | Potency, µM (top dose mostly 57.7 µM), for the others: at the highest dose activity change, negative = inhibition, actives largely listed as inhibitors; active = well fitted inhibition curve with a large enough effect; inconclusive = small, poorly fitted or top-dose-only effect; inactive = no such curve, though single readings can be large or run the other way; note: 0% is about no effect; nearly all actives have a fitted effect of over 70% in size
# Target sequence (Q9UGL1 whole entry, looked up): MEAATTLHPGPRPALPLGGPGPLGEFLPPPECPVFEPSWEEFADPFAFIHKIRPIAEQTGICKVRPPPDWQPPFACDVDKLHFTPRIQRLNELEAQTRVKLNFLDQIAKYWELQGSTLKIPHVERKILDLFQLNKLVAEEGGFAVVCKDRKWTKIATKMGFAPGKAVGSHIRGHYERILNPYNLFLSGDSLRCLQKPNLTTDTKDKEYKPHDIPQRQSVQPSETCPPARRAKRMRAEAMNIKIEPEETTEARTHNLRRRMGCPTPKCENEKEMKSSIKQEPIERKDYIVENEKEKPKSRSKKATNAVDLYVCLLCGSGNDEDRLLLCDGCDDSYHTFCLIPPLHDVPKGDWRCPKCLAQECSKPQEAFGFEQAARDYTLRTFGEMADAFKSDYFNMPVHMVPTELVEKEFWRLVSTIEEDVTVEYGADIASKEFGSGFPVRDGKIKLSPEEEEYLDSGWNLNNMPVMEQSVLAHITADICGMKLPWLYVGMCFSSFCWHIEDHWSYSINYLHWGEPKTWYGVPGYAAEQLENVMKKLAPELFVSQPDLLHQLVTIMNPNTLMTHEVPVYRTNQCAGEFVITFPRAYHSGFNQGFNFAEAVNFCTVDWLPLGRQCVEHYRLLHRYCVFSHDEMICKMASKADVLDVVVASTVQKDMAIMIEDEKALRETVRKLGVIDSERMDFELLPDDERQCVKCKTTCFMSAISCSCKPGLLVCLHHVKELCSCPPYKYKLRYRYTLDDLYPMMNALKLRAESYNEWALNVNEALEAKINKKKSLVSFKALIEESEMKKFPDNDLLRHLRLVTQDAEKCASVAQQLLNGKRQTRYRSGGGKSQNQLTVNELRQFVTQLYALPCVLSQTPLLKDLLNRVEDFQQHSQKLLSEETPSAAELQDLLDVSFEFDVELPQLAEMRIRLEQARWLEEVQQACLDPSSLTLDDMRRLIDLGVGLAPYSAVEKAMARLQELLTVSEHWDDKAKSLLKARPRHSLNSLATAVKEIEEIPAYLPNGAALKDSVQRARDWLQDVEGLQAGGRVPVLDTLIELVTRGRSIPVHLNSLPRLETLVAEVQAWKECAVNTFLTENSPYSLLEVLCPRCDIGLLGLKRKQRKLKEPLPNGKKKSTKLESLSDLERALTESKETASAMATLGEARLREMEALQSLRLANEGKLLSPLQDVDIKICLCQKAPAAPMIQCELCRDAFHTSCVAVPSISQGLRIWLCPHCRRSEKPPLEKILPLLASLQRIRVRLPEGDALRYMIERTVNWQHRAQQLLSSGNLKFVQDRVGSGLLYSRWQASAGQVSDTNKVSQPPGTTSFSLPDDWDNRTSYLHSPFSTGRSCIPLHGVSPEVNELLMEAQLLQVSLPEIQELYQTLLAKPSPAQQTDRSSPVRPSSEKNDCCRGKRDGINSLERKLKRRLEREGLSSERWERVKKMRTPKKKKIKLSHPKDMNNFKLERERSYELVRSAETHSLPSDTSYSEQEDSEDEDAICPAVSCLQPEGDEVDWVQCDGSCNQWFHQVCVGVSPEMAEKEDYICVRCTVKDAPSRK
#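 Here, H3K4me3 peptide (12.5 µM in substrate mix) is demethylated by KDM5BΔAP, 200 nM final, after 10 min compound exposure. Formaldehyde product is coupled through FDH (0.25 U/mL in mix) to NADH fluorescence; 30-min ΔRFU feeds dose-response curves.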
# Starred values were filed as active, the others as inactive; ? = inconclusive; [ ] = another dose, or the depositor's remark. Potency is the fitted concentration of half-maximal effect. The list is partial; rates above refer to the full screens.
KDM5B inhibitor,molecule
-16%,COc1ccc(CNC(=O)c2cnc3c(c2)N(C(=O)Cc2ccc(C(C)C)cc2)CCC3)cc1OC
23%,CCn1nccc1C(=O)N1C[C@@H](Oc2ccccc2)C[C@H]1C(=O)NC1CC1
13%,Cc1cccc(C(=O)OC2CCOC2=O)c1C (centres undefined)
-10%,Cc1cc2c3c(c1)c(-c1ccc([N+](=O)[O-])cc1)cn3C(C)(C)CC2C (centres undefined)
19%,CC(C)=CC[N+]1(C)CCCCC1
-17%,CCc1cccc2c(C(CC(=O)NCCc3ccc(OC)c(OC)c3)c3cccc(OC)c3)c[nH]c12 (centres undefined)
-1%,O=C(CCc1nc(-c2ccncc2)no1)NCc1cccnc1-n1cncn1
48%[activator],Cn1cnnc1SCC(=O)NC(=O)NCc1ccccc1
30%,O=C(Cc1ccccc1Cl)Nc1ccc(S(=O)(=O)Nc2nccs2)cc1
-21%[86.2 µM],COCCNc1ncc(-c2cccc(C(C)=O)c2)c2c1OCC2
-28%,CCOc1ccc(-n2c(SCC(=O)N3CCCCCC3)nc3c([nH]c4ccccc43)c2=O)cc1
22%,CSc1ncc(OCc2ccccc2)c(=O)[nH]1
-1%,c1ccc(COc2ccc(CNc3ccccc3)cc2)cc1
-59%,COc1cc(OC)cc(C(=O)Nc2ccc(N3CCOCC3)cc2N2CCOCC2)c1
3%,N#CCC(=O)Nc1ccc(C(=O)OCc2ccccc2Cl)cc1

# A few values from the list:
# COc1ccc(CNC(=O)c2cnc3c(c2)N(C(=O)Cc2ccc(C(C)C)cc2)CCC3)cc1OC in KDM5B inhibitor is listed with -16%
# CCOc1ccc(-n2c(SCC(=O)N3CCCCCC3)nc3c([nH]c4ccccc43)c2=O)cc1 in KDM5B inhibitor is listed with -28%
# CC(C)=CC[N+]1(C)CCCCC1 in KDM5B inhibitor is listed with 19%

# (list continues)
KDM5B inhibitor,molecule
14%,CCNc1cc(N2CCC(CCC(=O)NCCc3cccnc3)CC2)ncn1
-22%,CN1C(=O)Cc2cc(-c3csc(-c4ccc(F)cc4)n3)ccc21
-9%,Cc1cc(C)n(-c2nc3c(c(=O)n(Cc4cccc5ccccc45)c(=O)n3C)n2C)n1
-6%[115 µM],Cc1ccc(-c2cccc(CN3C4CCC3CN(C(=O)c3ccncc3)C4)c2)c(C)c1
12%,CC(=O)N1CCC[C@H](n2c(=O)n(C)c3cccnc32)C1
-5%,CCOc1ccc(NC(=O)c2ccc3c(=O)n4nc(Nc5ccccc5C)sc4nc3c2)cc1
-6%,COc1ccc(CNC(=O)C2CCN(S(=O)(=O)N3CCC(C)CC3)CC2)c(OC)c1
?,CN[C@@H](CO)C(=O)NCc1nc(-c2ccc(C)cc2)c(-c2ccccn2)[nH]1
-25%,Cc1ccc(-c2nc(C3CC(=O)N(c4ccc(Cl)cc4)C3)no2)c(C)c1 (centres undefined)
-8%[86.2 µM],O=C(COc1ccccc1)N1CC[C@H]2COC(=O)N2c2ccccc2C1
-3%,CCC(CC)NC(=O)/C=C/c1ccccc1
30%,COc1ccc(NC(=O)N2CC(c3noc(-c4ccccc4)n3)C2)c(C)c1
4%[86.2 µM],Cc1ccccc1NC(=O)C1=NO[C@@H]2CN(CCc3ccccc3)C[C@H]12
24%,C/C(=N\O)c1ccc(OCCOc2ccc(/C(C)=N/O)cc2)cc1
-4%,Cc1ccccc1C(=O)OC(C)C(=O)c1ccc2c(c1)CCC2 (centres undefined)
?,CCCCOC(=O)c1cccc(NC(=O)c2cc3ccccc3o2)c1
-2%,Cc1ccc(C(C)C)cc1NC(=O)Nc1ccc([N+](=O)[O-])cc1
-48%,COc1ccccc1NC(=O)CSC1=Nc2ccccc2N=C(c2ccc(F)cc2)C1
?,O=c1c(S(=O)(=O)c2cccc(Cl)c2)cn(Cc2ccccc2)c2cc(N3CCCCC3)c(F)cc12
-12%,Cc1nc(Oc2ccccc2C)c2oc3ccccc3c2n1
-15%,Cc1ccc(CNC(=O)c2cnc3c(-c4ccccc4)c(C)nn3c2C)o1
?,COc1ccc(C2c3c(n(C)c4ccccc34)C(=O)N2CC(=O)Nc2ccccc2Cl)cc1 (centres undefined)
-13%,COc1ccc2[nH]c3c(c2c1)CCNC31CCN(C(=O)c2sc(C)nc2C)CC1
?,COc1ccc(OCC2(C)COc3ccc(C(=O)N(C)c4ccccc4)cc3N2)cc1 (centres undefined)
-6%,COc1ccccc1NC(=O)CSc1ccc(-c2ccccn2)nn1
16%,CC(C)Oc1ccc(C(=O)Oc2ccc(C#N)cc2)cc1
6%,COC(=O)Cn1c(CN2CCN(c3cc(Cl)ccc3C)CC2)nc2c1c(=O)[nH]c(=O)n2C
-2%[149 µM],CCCN1CCC2(CC1)Cc1ccccc1CN(C(=O)C(C)C)C2
-15%,COc1cccc(C(=O)NC2CCN(c3cnn(C)c(=O)c3)CC2)c1
-5%,Cc1ccc2c(CN(C)Cc3ccco3)cc(=O)oc2c1
10%,CCOc1ccc(NC(=O)CSc2nc3ccccc3nc2N2CCC(C)CC2)cc1
-2%,CC(C)(C)c1ccc(C(=O)N2CCN(C(=O)c3nnn4c3COC(c3ccccc3)C4)CC2)cc1 (centres undefined)
?,CCn1ccc2cc(S(=O)(=O)N3CCCN(C(=O)Nc4ccccc4OC)CC3)ccc21
15%,CCCOc1ccc(CNC(=O)C2CCN(c3nnc(N4CCCC4=O)s3)CC2)cc1
16%,COCCn1cnnc1SCc1cccc(C(F)(F)F)c1
-6%,Cc1ccc(S(=O)(=O)N2CCN(C(=O)Cc3ccccc3)CC2)cc1
?,COc1ccc(N2CCN(C(=O)C3CC(=O)N(c4n[nH]c5cccc(F)c45)C3)CC2)cc1 (centres undefined)
-14%,CCCCCOC(=O)CSc1nc2sc3c(c2c(=O)n1Cc1ccccc1)CC(C)(CC)OC3 (centres undefined)
-2%,COc1cc(/C=C(\C#N)C(=O)c2ccc(C)cc2)ccc1OCc1ccc(Cl)cc1Cl
-1%,COc1ccc(N2CC(C(=O)N3CCC(C(=O)N4CCN(Cc5ccccc5)CC4)C3)NC2=O)cc1 (centres undefined)
-9%,COc1ccc(-c2noc(C3CC(=O)N(c4ccc(C)c(F)c4)C3)n2)c(OC)c1 (centres undefined)
-6%,CCCCNC(=O)C1CCCN(C2CCN(C3Cc4ccccc4C3)CC2)C1 (centres undefined)
?,COCCn1cnc2c1c(=O)n(Cc1cc(C(C)=O)ccc1OC)c(=O)n2Cc1ccccc1
38%[activator],Cc1ccc2occ(/C=N/NC(=O)c3ccc(Cl)cc3)c(=O)c2c1
?,COCCNC(=O)c1ccc(-n2c(-c3ccccc3)cc3c2CCC(C)C3)cc1 (centres undefined)
-15%[86.2 µM],O=C(c1cccc(C(F)(F)F)c1)N1CCOCC2(CN(Cc3ccccc3)C2)C1
?,C[C@H]1[C@@H]2[C@@H](O)C([C@H](C)C(=O)NCc3ccco3)CC[C@@]2(C)CC[C@@H]1NC(=O)c1ccccn1 (some centres undefined)
-25%,CCCn1ccnc1SCC(=O)Nc1sc2c(c1C#N)CCCC2
?,C=CCn1c(-c2ccccc2)nc(=S)c2c1CCCC2
-13%,Cc1ccc(Nc2nc(N(C)C)nc3nccnc23)c(C)c1
-14%,O=C(C1CCC(Cn2c(=O)c3sccc3n(Cc3ccccc3F)c2=O)CC1)N1CCOCC1 (centres undefined)
-24%[11.5 µM],COc1ccccc1NC(=O)Cn1cnc2c(nc3n2CCCCC3)c1=O
?,O=C(c1ccoc1)N1CCCC(CN2CCCC2)CC1 (centres undefined)
10%,S=c1[nH]c2cc(C34CC5CC(CC(C5)C3)C4)ccc2o1
9%,CCCCCCSc1nc2c(c(=O)[nH]c(=O)n2C)n1CC(O)COc1ccc(Cl)cc1 (centres undefined)
15%,CCn1ccc2cc(S(=O)(=O)N3CCCN(C(=O)NCC(C)C)CC3)ccc21
8%,CC(C)c1ccc(S(=O)(=O)N2CCN(CC(=O)Nc3ccccc3C(F)(F)F)CC2)cc1
20%,COc1cc(OC)c(OC)cc1CCC(C)NC(=O)Cc1ccccc1 (centres undefined)
-13%,CNC(=O)N1CCC(Cc2ncc(C)n2C2CC2)C1 (centres undefined)
-20%,COCCn1c(C)cnc1CCNC(=O)NCC(C)C

# Of the compounds above, these have a Cl atom:
KDM5B inhibitor,molecule
30%,O=C(Cc1ccccc1Cl)Nc1ccc(S(=O)(=O)Nc2nccs2)cc1
3%,N#CCC(=O)Nc1ccc(C(=O)OCc2ccccc2Cl)cc1
-25%,Cc1ccc(-c2nc(C3CC(=O)N(c4ccc(Cl)cc4)C3)no2)c(C)c1 (centres undefined)
?,O=c1c(S(=O)(=O)c2cccc(Cl)c2)cn(Cc2ccccc2)c2cc(N3CCCCC3)c(F)cc12
?,COc1ccc(C2c3c(n(C)c4ccccc34)C(=O)N2CC(=O)Nc2ccccc2Cl)cc1 (centres undefined)
6%,COC(=O)Cn1c(CN2CCN(c3cc(Cl)ccc3C)CC2)nc2c1c(=O)[nH]c(=O)n2C
-2%,COc1cc(/C=C(\C#N)C(=O)c2ccc(C)cc2)ccc1OCc1ccc(Cl)cc1Cl
38%[activator],Cc1ccc2occ(/C=N/NC(=O)c3ccc(Cl)cc3)c(=O)c2c1
9%,CCCCCCSc1nc2c(c(=O)[nH]c(=O)n2C)n1CC(O)COc1ccc(Cl)cc1 (centres undefined)

# More results:
KDM5B inhibitor,molecule
-26%,CCn1c(=O)c2cc(C(=O)Nc3cccc(C(F)(F)F)c3)sc2c2ccccc21
-10%,O=C(COC(=O)C1CCOCC1)c1ccc[nH]1
-7%,O=c1cc(-c2cc3ccccc3o2)c2cc(O)ccc2o1
-6%,Cc1ccccc1C(=O)Nc1ccccc1C(=O)OCc1cc(=O)n2nc(C3CC3)sc2n1
-11%,Cn1nc(C(=O)Nc2ccc(F)c(F)c2F)c2ccccc2c1=O
2%,Cc1[nH]c2ccc(C(=O)N3CCC(C(=O)N4CCCC4)CC3)cc2c1C
-10%[86.2 µM],COCCNC(=O)c1nc2c(o1)CCN(Cc1ccc(OC)cc1)CC2
-3%,CC(=O)NC(Cc1c[nH]c2ccccc12)C(=O)N1CCN(S(=O)(=O)c2ccccc2F)CC1 (centres undefined)
11%,CCc1ccc(C(CNC(=O)c2nc(-c3ccccc3)oc2C)N(C)C)cc1 (centres undefined)
36%,O=C(NNc1cc(Cl)cc(Cl)c1)C1CCC1
-14%,Cc1ccc(NC(=O)CN2C(=O)COc3ccc(S(=O)(=O)N4CCOCC4)cc32)c(Cl)c1
-16%[86.2 µM],CC1=NOC2(CCN(Cc3ccc(F)cc3)CC2)C1
-15%[86.2 µM],COc1ccc(C(=O)N[C@H]2C[C@@H](c3nc(-c4ccncc4)no3)N(C)C2)cc1
-24%,CC(C)(C)C(=O)Cn1ccn2nc3c(c2c1=O)CCCC3
16%,Cc1ccc(CN2C(=O)c3oc4ccc(C)cc4c(=O)c3C2c2ccc(O)cc2)cc1 (centres undefined)
-9%,COc1ccc(N2Cc3c(NC4CCCC4)ncnc3N(C)CC2=O)cc1
10%,COc1ccc(-c2cc(C(=O)O)no2)cc1OC
-19%,Cn1nc(CC2CCN(C(=O)c3cnon3)CC2)n(-c2ccccc2)c1=O
-6%,Cc1cc(C)n(CCC(=O)N2CC[C@@H]3CN(S(C)(=O)=O)[C@@H]3C2)n1
?,CCOc1ccc(NC(=O)c2ccc3c(c2)c(C)c(C)n3Cc2ccc(F)cc2)cc1
-28%,Cc1ccccc1NC(=O)C1CCN(S(=O)(=O)c2c(C)noc2/C=C/c2ccco2)CC1
-15%,Cc1ccc(CN2CCCOCCNC(=O)[C@@H]3CCCC[C@@H]32)o1
1%,CCc1nnc2c(NCc3ccccc3)nc3ccccc3n12
-16%,Cc1noc(-c2ccc(OC3CN(C(=O)c4sccc4C)C3)cc2)n1
?,COCCn1c(C)cc(C(=O)N2CCCC(Cc3noc(-c4cnccn4)n3)C2)c1C (centres undefined)
-1%,COc1ccc(NC(=O)c2cc(-c3ccc[nH]3)n[nH]2)c(OC)c1
11%,CCCNC(=O)CNC(=O)c1nn(-c2ccccc2)c(=O)c2ccccc12
?,CCC(C)c1ccc(-c2c(C)sc(N)c2C#N)cc1 (centres undefined)
-2%,O=C(O)c1ccc(/C=C/c2nc3cc(Cl)ccc3s2)cc1
-23%,Cc1nc(C)c(C(=O)N2CCC(Cc3nc(C4CC4)n[nH]3)CC2)s1
19%,CS(=O)(=O)N1N=C(c2ccccc2)CC1c1ccc2nccnc2c1 (centres undefined)
-8%,CCCCN(CCCC)CCNC(=O)CN1C(=O)CSc2ccc(S(=O)(=O)N3CCOCC3)cc21
-5%[86.2 µM],Fc1ccccc1CN1CCNc2cc(Nc3cccnc3)ncc2C1
-8%,COc1ccccc1N1CCN(S(=O)(=O)c2ccc(-n3cnnn3)cc2)CC1
-9%,O=C(O)C1CN(S(=O)(=O)C2CC2)CC12CCCCC2 (centres undefined)
-9%,CC(C)(C)c1ccc(-n2ncc3c2CCCC3NC(=O)Cc2n[nH]c(=O)[nH]2)cc1 (centres undefined)
?,Cc1ccc(CN2CCC[C@H]2C(=O)N2CCCCCCNC(=O)CC2)o1
19%,O=C(c1n[nH]c(=O)c2ccccc12)N1CCC(c2nc(CCOCC3CC3)no2)C1 (centres undefined)
5%,O=C(NCc1ccccn1)C(=O)N1CCN(C(=O)c2cc3ccccc3[nH]2)CC1
-7%,COCCN1CCC(OC(C)=O)C(C)C1C (centres undefined)
-27%,COCC1CN(C(=O)c2ccc(Cc3c(C)noc3C)o2)CC12CCNCC2 (centres undefined)
10%,COc1cccc(/C=C/C(=O)Nc2ccc(N3CCOCC3)cc2)c1OC
-16%,CCOc1ccc(NC(=O)CCNS(=O)(=O)c2cccc3nonc23)cc1
17%,O=C(NCC1CC1)c1ccc(F)cc1
-18%,COc1ccc(OCCSC2=NCC(C)(C)CN2)cc1
-3%,COc1ccccc1C(=O)CC1(O)C(=O)N(CC(N)=O)c2ccccc21 (centres undefined)
-13%,O=C(c1ccccc1)N1CCCC2(CN[S+](=O)([O-])c3ccccc3N2)C1 (centres undefined)
